Screens: PubChem, National Center for Advancing Translational Sciences (NCATS)
PLK1 PBD inh: PLK1 (human) polo-box domain binding inhibition; Plk1 PBD binding of FITC phosphopeptide, fluorescence polarization; Potency, µM, inactives show max response, negative = inhibition, hits mostly inhibitors; hit rate 2.8% among 360,000; also: potency is read from the fitted curve at half-maximal effect; series mostly up to about 57 µM; % is scaled to controls: 0 for no effect and ±100 for the full control effect; nearly all actives have a fitted effect of over 65% in size
Target sequence (P53350 whole entry, looked up, the tested form may be a part): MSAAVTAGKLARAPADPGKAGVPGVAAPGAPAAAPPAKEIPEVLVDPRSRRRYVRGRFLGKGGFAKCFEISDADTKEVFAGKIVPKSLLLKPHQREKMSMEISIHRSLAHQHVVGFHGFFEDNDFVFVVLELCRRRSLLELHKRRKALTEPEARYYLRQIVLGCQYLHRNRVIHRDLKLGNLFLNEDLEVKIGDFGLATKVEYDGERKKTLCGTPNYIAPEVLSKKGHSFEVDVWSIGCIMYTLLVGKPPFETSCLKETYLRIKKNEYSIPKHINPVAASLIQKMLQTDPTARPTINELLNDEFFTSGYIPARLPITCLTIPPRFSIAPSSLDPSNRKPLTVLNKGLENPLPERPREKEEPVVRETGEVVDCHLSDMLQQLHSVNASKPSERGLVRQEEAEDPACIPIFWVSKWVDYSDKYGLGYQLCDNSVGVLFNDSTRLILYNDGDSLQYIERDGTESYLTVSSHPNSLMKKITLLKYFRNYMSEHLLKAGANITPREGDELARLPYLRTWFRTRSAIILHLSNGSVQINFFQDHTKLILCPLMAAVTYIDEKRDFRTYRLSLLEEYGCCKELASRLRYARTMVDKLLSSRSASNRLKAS
IL2 activator: activators of IL-2; activation, % (series mostly up to about 46 µM); hit rate 0.065% among 360,000; IL-2 activation reporter assay, cell-based qHTS; stimulated with anti-CD3/CD4/CD28 beads; in transgenic mouse T cells; in the data active = activation above about 50%; inconclusive = mostly about 30% to 49%; also: 0% is about no effect
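Unstimulated transgenic mouse T cells preincubated 60 min with compound, then stimulated with anti-CD3/anti-CD4-coated beads plus anti-CD28 for 18 h at 37 degrees C. IL-2 response read as EGFP and DsRed fluorescence by plate cytometry.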
WRN inhibitor: inhibitors of human WRN helicase. Q14191. Potency, µM (series often up to 114 µM), without a hit: top-dose activity change, negative = inhibition, usual class: inhibitors. WRN helicase unwinding, fluorescent forked duplex, kinetic. hit rate 0.46% among 360,000; also: potency is read from the fitted curve at half-maximal effect; % is scaled to controls: 0 for no effect and ±100 for the full control effect; nearly all actives have a fitted effect of over 55% in size
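Fluorescence dequenching readout, ex 525 nm/em 598 nm, kinetic mode: forked duplex DNA (100 nM final) with adjacent fluorophore and quencher unwound by WRN (20 nM final) with 2 mM ATP. Compound preincubation 15 min, room temperature.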
Abeta rescue: A-beta toxicity reversal in yeast; yeast expressing A-beta42, growth rescue, OD600, 48 h; response scale: 0% DMSO, 100% iron-clioquinol control; Potency, µM (top dose mostly 46.1 µM), without a hit: at the highest dose growth rescue, actives largely listed as activators; hit rate 0.063% among 410,000; also: potency is read from the fitted curve at half-maximal effect; nearly all actives have a fitted effect of over 55% in size
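Growth rescue measured by 600 nm absorbance after 48 h yeast culture at 30 C with compound. Values normalized between DMSO and an equimolar ferric chloride plus clioquinol control.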
FUS suppressor: suppressors of FUS proteinopathy in yeast; S. cerevisiae FUS-expressing, growth rescue, OD600, 24 h; Potency, µM (titrated, usually from 76.6 µM), without a hit: top-dose growth rescue (activation), usual class: activators; hit rate 0.24% among 390,000;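 also: potency is read from the fitted curve at half-maximal effect; plate controls were DMSO vehicle for no effect and reference control for full effect; nearly all actives have a fitted effect of over 55% in size; some results filed as inactive show a strong effect at the top dose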
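Yeast expressing FUS under galactose induction, OD 0.005 in 2% galactose medium; compounds in a dilution series, 24 h at 30C. Growth rescue by absorbance at 600 nm; CP55940 positive control, DMSO negative.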
EPAC1 agonist: activates human EPAC1 exchange factor; O95398; EPAC1 agonist qHTS, biochemical assay; response scale: 100% = response to 6.5 mM cAMP; Potency, µM (top dose mostly 154 µM), without a hit: at the top dose activation, usual class: activators; hit rate 0.073% among 360,000; AID 720707; also: potency is read from the fitted curve at half-maximal effect; nearly all actives have a fitted effect of over 60% in size
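EPAC1 100 nM, Rap1B–BODIPY-GDP 250 nM, unlabeled GDP 50 uM; compound titration; 5 min RT; kinetic read ex480/em540 at 5-min intervals ×30 min; data normalized to 6.5 mM cAMP agonist control.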
aSyn yeast inh: rescues yeast growth from alpha-synuclein toxicity; Yeast expressing alpha-synuclein, growth rescue, BacTiter-Glo, 24 h; Potency, µM (highest dose often 46.1 µM), inactives show at the top dose growth rescue (activation), most hits filed as activators; hit rate 0.14% among 370,000; AID 652106; also: potency is read from the fitted curve at half-maximal effect; % of control where 0% means no effect; nearly all actives have a fitted effect of over 65% in size
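Screening used galactose-induced yeast with toxic alpha-synuclein levels, exposed to compound for 24 hr at 30 deg C. Cell growth, read with BacTiter-Glo luminescence, gave the measured signal.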
PI5P4K alpha inh: blocks human PI5P4K alpha kinase activity; P48426; PI5P4Kalpha enzyme, ADP-Glo luminescence, 60 min; hits give low values; max response, %; hit rate 1.2% among 330,000; AID 652105; active = max response of -50% or lower; inconclusive = between -30% and -50%; inactive = -30% or higher; also: value at the top dose of about 77 µM; % is scaled to controls: 0 for no effect and ±100 for the full control effect
Target sequence (P48426 whole entry, looked up): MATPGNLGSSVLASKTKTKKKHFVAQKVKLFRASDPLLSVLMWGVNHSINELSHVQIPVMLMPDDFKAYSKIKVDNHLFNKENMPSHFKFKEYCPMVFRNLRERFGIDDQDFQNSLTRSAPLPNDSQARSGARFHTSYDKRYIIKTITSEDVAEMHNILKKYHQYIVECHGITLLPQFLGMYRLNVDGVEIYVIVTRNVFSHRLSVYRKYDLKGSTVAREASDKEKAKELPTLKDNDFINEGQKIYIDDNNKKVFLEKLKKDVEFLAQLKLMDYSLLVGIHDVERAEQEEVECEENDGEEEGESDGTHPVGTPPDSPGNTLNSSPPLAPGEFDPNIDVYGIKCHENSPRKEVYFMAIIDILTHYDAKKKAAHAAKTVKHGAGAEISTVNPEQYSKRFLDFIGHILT
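Reactions run in 0.038 M HEPES pH 7.4, 0.28 mM EGTA, 0.1% CHAPS and 5% DMSO, with PI5P4Kalpha, substrate, compound and 5 microM ATP final, one hour at room temperature. Readout is ADP-Glo luminescence.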
EPAC1 antagonist: antagonists of human EPAC1; Potency, µM (doses to about 115 µM), for inactives: at the top dose activity change, negative = inhibition, hits mostly inhibitors; O95398; hit rate 0.14% among 360,000; AID 720709; EPAC1 GEF assay, Rap1b-BODIPY-GDP exchange fluorescence;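 also: potency is read from the fitted curve at half-maximal effect; plate controls were vehicle for no effect and positive control for full effect; nearly all actives have a fitted effect of over 50% in size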
* hit, by the source's call; ? = inconclusive; . = no result given; [ ] = remark or other dose. Unless noted, calls follow the shape of the dose curve; as a rule, active = well fitted curve in the direction sought with a large enough effect; inconclusive = small, poorly fitted or top-dose-only effect, or another doubt; inactive = no such curve, though single readings can be large; an effect the other way counts as inactive or inconclusive.

SMILES	PLK1 PBD inh	IL2 activator	WRN inhibitor	Abeta rescue	FUS suppressor	EPAC1 agonist	aSyn yeast inh	PI5P4K alpha inh	EPAC1 antagonist
CC1(C(=O)Nc2ccc(Cl)c(Cl)c2)CCN1C(=O)CC1CCCC1 (stereo not drawn)	-11%	-0.4	2%	17%	6%	-11%	-2%	20	-17%
O=C(c1snnc1-c1ccccc1)N1CCOCC1	-3%	0.6	-2%	6%	-18%	16%	-5%	-1	4%
CC(=O)NC(CC(=O)NNC(=O)C(C)Oc1ccccc1F)c1ccccc1 (stereo not drawn)	-2%	-0.9	0%	-9%	-11%	-6%	-1%	-3	13%
O=C(Nc1ccc(Cc2ccc(NC(=O)N3CCOCC3)cc2)cc1)N1CCOCC1	-6%	-1.8	10%	4%	16%	14%	1%	-5	-4%
CCOC(=O)[C@]12CCC=C1N(Cc1ccc(Cl)cc1Cl)C(=O)[C@H](CC(=O)NCc1ccc(OC)c(OC)c1)C2	-1%	-0.6	-7%	4%	?	-3%	15%	5	-10%
CCCCC(=O)Nc1ccccc1C(=O)OCC(=O)c1ccc2c(c1)OCCO2	1%	-0.2	-19%[57.1 µM]	7%	24%	4%	0%	16	-17%
O=C(Nc1ccccc1C(=O)O)c1ccc2c(c1)C(=O)N(c1cccc([N+](=O)[O-])c1)C2=O	?	1.4	-7%	-18%	-7%	13%	4%	-2	-11%
CC(=O)Nc1cccc(Nc2ccc(C#N)cc2)c1	1%	-0.6	-5%	-10%	-14%	5%	1%	2	-18%
COc1cc(-c2[nH]ncc2CN(C)Cc2nonc2C)cc(OC)c1OC	-15%	0.7	2%	1%	4%	3%	-13%	2	-6%
Cc1cccc(-c2nsc(SCC(=O)NCc3ccc4c(c3)OCO4)n2)c1	-8%	-0.4	-21%	0%	.	-14%	13%	7	0%
COc1ccc(C(=O)OCC(=O)NC2CC2)cc1F	-18%	-0.3	-13%	-14%	-3%	6%	1%	2	14%
COc1cccc(C2c3[nH]c4ccccc4c3C[C@H]3C(=O)N(C4CC4)CC(=O)N23)c1 (stereo partly drawn)	-6%	-0.8	-1%	-3%	12%	3%	0%	1	-17%
COc1ccc(/C=C2/SC(=O)N(CCNC(=O)CC(NC(C)=O)c3ccccc3)C2=O)cc1 (stereo not drawn)	-9%	-1.4	-2%	-1%	1%	14%	-5%	5	-13%
Cc1coc2cc3oc(=O)c(CCC(=O)N4CCC(C(=O)O)(c5ccccc5)CC4)c(C)c3cc12	-1%	1.9	4%	-19%	0%	-8%	15%	4	14%
O=C(COC(=O)c1ccc2ccccc2n1)Nc1cccc(S(=O)(=O)NC2=NCCCCC2)c1	-13%	3.0	-7%	-7%	30%	-3%	-3%	-6	-14%
Cc1cc(C=NCCO)c(C)n1-c1cc(Cl)ccc1Cl	-7%	-0.1	-5%	-8%	5%	5%	-1%	-8	-9%
Cc1nc(C(F)(F)F)c(C(=O)N/N=C(\N)c2cccnc2)s1	-4%	0.0	5%	3%	-10%	-5%	-2%	-1	-14%
Cc1cc(C(=O)COC(=O)C2=COCCO2)c(C)n1-c1cccc(F)c1	3%	0.3	-9%	-4%	18%	3%	-1%	6	-10%
CN(C(=O)CSc1nnc(-c2ccccc2)c(-c2ccccc2)n1)C1CCS(=O)(=O)C1 (stereo not drawn)	-17%	1.1	5%	-9%	.	-3%	-3%	-2	-4%
S=C(c1c[nH]c2ccccc12)N1CCOCC1	15µM*	0.8	-2%	-9%	-18%	2%	-1%	3	8%
CC(=O)c1ccc(NC(=S)NC(=O)/C=C/c2ccccc2)cc1	0%	0.3	-1%	5%	-4%	19%	-11%	-4	10%
CCCOc1ccc(N2C(=O)CC(N3CCC(c4nncn4CC)CC3)C2=O)cc1 (stereo not drawn)	-6%	-1.4	3%	-86%[inhibitor]	4%	-6%	-68%[inhibitor]	-10	4%
COC(=O)CSc1nc(-c2ccccc2)nc2ccc(F)cc12	-2%	1.6	4%	-5%	-12%	11%	.	8	0%
CSc1ncccc1C(=O)Nc1cccc(S(=O)(=O)N2CCCCCC2)c1	0%	2.3	2%	3%	42%	-6%	10%	-3	-22%
CCCC(=O)c1ccc(-c2ccccc2)cc1	-5%	-2.4	-21%	-8%[9.22 µM]	-18%	7%	-7%	9	-28%

(list continues)
SMILES	PLK1 PBD inh	IL2 activator	WRN inhibitor	Abeta rescue	FUS suppressor	EPAC1 agonist	aSyn yeast inh	PI5P4K alpha inh	EPAC1 antagonist
NCC(=O)NCC(=O)NC1(C(=O)O)CCCC1	7%	-2.8	4%	-13%	.	4%	1%	9	4%
Cc1cc(C)c(NC(=O)CS(=O)CC(=O)Nc2ccc(-n3cnnn3)c(C)c2)c(C)c1 (stereo not drawn)	8%	-1.4	-2%	10%	2%	-3%	0%	16	-13%
O=C(CSc1ccccc1)N1CCN(S(=O)(=O)c2ccccc2F)CC1	?	0.2	5%[11.6 µM]	-3%	22%	1%	-5%	?	-16%
CCn1cc(Br)c(C(=O)N(C)Cc2ccccc2)n1	1%	-3.2	1%[57.1 µM]	7%	-14%	-2%	-3%	.	4%
COc1cc(OC)c(C2SCCCS2)cc1OC	-4%	-1.5	-11%	-5%	.	3%	0%	2	-17%
CCCN1CCN(C(=O)CN2C(=O)CC(C)(C)S(=O)(=O)c3ccccc32)CC1	-1%	-0.9	-5%	-13%	-2%	2%	-15%	.	3%
NC(=O)CC[C@@H]1NC(=O)[C@@H]2CCCN2C(=O)c2cc([N+](=O)[O-])cc(I)c2NCCC[C@@H](C(N)=O)NC1=O	-5%	-1.8	2%	-5%	-2%	6%	4%	-2	9%
CCOc1ccccc1N1CCN(Cc2ccco2)CC1	-6%	-2.0	-2%	-20%	0%	5%	19%	.	14%
NC(=O)C1CCN(C(=O)C2(NC(=O)Nc3cccc(F)c3)CCCCC2)CC1	-1%	0.9	3%	-1%	-10%	1%	1%	0	5%
COc1cc(S(=O)(=O)N2CCOCC2)ccc1NC(=O)CSc1n[nH]c(=O)[nH]c1=O	-7%	0.2	6%	-2%	-23%	8%	-9%	2	-32%
Cc1nonc1NC(=O)CSc1nnc(-c2ccoc2C)n1C	-7%	-2.3	5%	-10%	26%	-1%	-6%	-3	-14%
CCOC(=O)C1=C(COC(=O)CCOc2cc(C)ccc2C)NC(=O)NC1C (stereo not drawn)	-11%	0.0	7%	-14%	?	7%	6%	12	-6%
O=C(NCCC(=O)N1CCCCC1)c1ccccc1Cl	-3%	-3.0	17%	-18%	-21%	-13%	12%	-11	1%
COc1ccc(-c2nnc(SC3CCOC3=O)n2C2CCCCC2)cc1OC (stereo not drawn)	2%	4.7	-2%	17%	34%	3%	0%	.	3%
COc1cc(SC)ccc1C(=O)NCCOc1ccc(Cl)cc1	-7%	-0.1	-4%	0%	.	6%	0%	-6	1%
CCn1c(SCC(=O)OCc2ccccc2)nc2c1c(=O)n(C)c(=O)n2C	-30%	1.4	-14%	-13%	15%	9%	2%	.	-5%
Cc1ccc(C(=O)Nc2ccc(N3CCOCC3)nc2N2CCOCC2)cc1	3%	-1.9	2%	?	23%	-4%	1%	-1	20%
O=C(c1cccc2c1C(=O)N(Cc1cccnc1)C2)N1CCN(c2ccccc2)CC1	-4%	-1.6	-1%	-4%	10%	0%	7%	-2	8%
CCOc1ccc(CNc2cccc(SC)c2)cc1	-7%	-0.6	-14%	-11%	-11%	6%	1%	13	8%
COc1ccc(-c2ccc3c(c2)C2CC3CCN2)cc1 (stereo not drawn)	-9%	-0.1	-2%	-15%	-1%	6%	-2%	8	-13%
COc1cccc(N(C(=O)c2snc(C(N)=O)c2N)C(C(=O)NCC2CCCO2)c2cccs2)c1 (stereo not drawn)	-11%	1.4	-6%	18%	?	3%	0%	-2	-10%
CCN(C(=O)c1cc2cc(OC)ccc2oc1=O)c1cccc(C)c1	-7%	-3.0	5%	14%	19%	-11%	6%	.	20%
Cc1ccccc1CSc1nc(C(C)(C)C)cc(=O)[nH]1	-15%	0.2	8%	1%	2%	2%	-3%	4	10%
O=C(Nc1ccc(Cl)cn1)c1cc(S(=O)(=O)N2CCCCC2)ccc1Cl	-14%	1.4	-5%	4%	-24%	-8%	-2%	4	-18%
Cc1ccc(N=Nc2c(N)[nH]n3c(=O)cc(C)nc23)cc1	-16%	-0.4	-17%	-15%	.	2%	-7%	-15	-14%

Other compounds follow:
SMILES	PLK1 PBD inh	IL2 activator	WRN inhibitor	Abeta rescue	FUS suppressor	EPAC1 agonist	aSyn yeast inh	PI5P4K alpha inh	EPAC1 antagonist
CCOc1ccccc1C(=O)OCC(=O)Nc1cc(Cl)ccc1Oc1ccccc1	-3%	-3.1	5%	5%	-9%	9%	8%	0	2%
CCOC(=O)c1c(O)c2cccc3c2n(c1=O)CC3	2%	3.9	-1%	-36%[inhibitor]	7%	4%	-2%	2	18%
CC(C)(C)c1cc(C(=O)N2CCc3ccccc32)ccn1	0%	-1.1	-9%	-16%	27%	10%	1%	.	-3%
Nc1cnc(-c2ccccc2)nc1Cl	-3%	10	-3%	6%	15%	1%	3%	5	-14%
CC(=O)Nc1ccc(-c2nnc(SCC(=O)n3c4c(c5ccccc53)CCCC4)n2C)cc1	-7%	-0.4	1%	3%	.	-3%	-6%	8	-14%
Cc1c(Br)c([N+](=O)[O-])nn1CC(=O)NCc1ccco1	0%	1.4	-34%[57.1 µM]	24%	8%	-3%	1%	-5	8%
COc1ccc(OCC(=O)NNC(=O)Nc2cccc(Cl)c2)cc1	0%	-0.5	-5%	-1%	21%	-4%	-6%	2	2%
CCOc1ccc(S(=O)(=O)N(CC)CC(=O)NCc2ccco2)cc1C	-10%	1.3	-11%	-11%	25%	3%	0%	3	-10%
COC(=O)c1ccc(CNC(=O)Cn2cc(C)c(=O)[nH]c2=O)cc1	-8%	0.0	-5%	0%	-18%	4%	-9%	0	-16%

The order is random; overall some 4.1% were active at least once.
